# mcGAS lum: mouse cGAS inhibition by luminescence | Q8C6L5 | recombinant cGAS, Kinase-Glo ATP depletion luminescence | inhibition, % at 12.5 µM | hit rate 0.15% among 160,000 | AID 1259399;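 note: 0% = negative control wells and 100% = reference inhibitor with no enzyme activity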
# NPYLR7 agonist: mosquito NPYLR7 agonism | hit rate 0.15% among 270,000 | HEK293T NPYLR7/Galpha15, GCaMP6s calcium fluorescence | activation, % at 10 µM; in the data active = activation above about 40%;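 note: 0% = vehicle and 100% = reference agonist at the receptor; some compounds past the cut are filed as inactive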
# hcGAS lum: blocks human cGAS activity. hit rate 0.081% among 290,000. recombinant h-cGAS, ATP depletion, Kinase-Glo luminescence. inhibition, % at 12.5 µM;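 note: 0% = vehicle reaction and 100% = reaction without DNA for no activity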
# Target sequence (Q8N884 whole entry, looked up): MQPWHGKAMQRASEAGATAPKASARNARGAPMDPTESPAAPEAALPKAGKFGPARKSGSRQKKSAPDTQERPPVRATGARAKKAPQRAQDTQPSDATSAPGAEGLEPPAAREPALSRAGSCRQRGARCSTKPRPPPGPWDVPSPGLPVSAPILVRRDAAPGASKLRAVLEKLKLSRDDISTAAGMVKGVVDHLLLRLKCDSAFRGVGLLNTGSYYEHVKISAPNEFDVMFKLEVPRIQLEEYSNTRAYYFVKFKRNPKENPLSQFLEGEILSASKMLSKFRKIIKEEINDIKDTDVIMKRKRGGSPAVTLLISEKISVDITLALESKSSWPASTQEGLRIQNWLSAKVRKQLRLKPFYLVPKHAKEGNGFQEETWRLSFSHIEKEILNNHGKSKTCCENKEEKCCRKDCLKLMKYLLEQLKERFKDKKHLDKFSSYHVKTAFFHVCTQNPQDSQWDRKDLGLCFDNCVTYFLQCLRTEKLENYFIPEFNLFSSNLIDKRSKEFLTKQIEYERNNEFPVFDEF
# * marks the source's active call; other numbers are inactive results; x = not tested or not shown. Cut-off read from the data, not from the text of the source, unless noted: active = inhibition above about 40%; inactive = the rest.
# Below each SMILES – hcGAS lum	mcGAS lum	NPYLR7 agonist
Cc1csc(CNC(=O)C2CCN(c3nc(-c4ccccc4)nc4c3CCC4)CC2)n1
    -3	0	0
Oc1cccc2c1CC/C2=N/Nc1ccccc1C(F)(F)F
    -6	-12	5
CCc1ccc(CNC(=O)Nc2ccc(C#N)cc2)s1
    -6	x	3
CCN(CC)CCCNC(=O)c1cc(N2CCN(c3cccc(C(F)(F)F)c3)CC2)nc2ccccc12
    -3	-4	3
OC[C@H]1CCN(Cc2cnc(C3CCCCC3)nc2)C[C@H]1O
    -3	x	4
Cc1cc(C)c2c(N)nsc2n1
    -5	x	8
NC(=O)CCSc1nnc(-c2ccccc2F)n1Cc1ccccc1
    1	4	-3
COc1ccc(OC)c(-c2nc(C(N)=O)c3[nH]c(=O)n(-c4cccc(Cl)c4)c3n2)c1
    5	x	3
CN1CC[C@H](N(Cc2ccccc2)C(=O)C2CCC2)C[C@H](O)C1
    -6	-2	7
CN(CCc1c[nH]c2ccccc12)C(=O)c1cccnc1N1CCCC1c1cccnc1 (stereo not drawn)
    4	x	1
CCN(CC)C(=O)Oc1ccc2c(ccn2Cc2cccc(F)c2)c1NC(=O)c1ccc(OC)c(OC)c1
    -6	-5	3
Cc1ccccc1C1c2ccsc2CCN1CCC(=O)N1CCN(C(=O)c2ccco2)CC1 (stereo not drawn)
    -5	-4	8
Cc1ccc(/C=C/c2nc(SC3CCCCC3=O)n[nH]2)o1 (stereo not drawn)
    4	1	-1
Cc1cccc2sc(C(=O)NCCOC(C)C)c(Cl)c12
    5	1	-20
S=c1oc(-c2ccco2)nn1CN1CCCCC1
    -2	x	-9
COc1cccc(CNC(=O)CCC2CCCN(C(=O)c3cccc4c(C)c(C)[nH]c34)C2)c1 (stereo not drawn)
    2	x	6
COCCCn1c(C)c(C)n2c3c(=O)n(Cc4cc(C)ccc4C)c(=O)n(C)c3nc12
    -5	-6	3
CCc1ccc(C(=O)N2CCN(C(=O)c3cc(-c4ccccc4)n(-c4cccc(OC)c4)c3C)CC2)cc1
    -7	2	0
N#CC(=Cc1ccc(Br)cc1)S(=O)(=O)c1ccc(Cl)cc1
    -8	-1	-1
Cc1ccnc2nc(C(=O)NC(C#N)CC(C)C)nn12 (stereo not drawn)
    -5	x	13
CCOc1nc(-c2ccc3c(c2)OCO3)n(-c2ccc(NC(=O)c3cc(C(F)(F)F)cc(C(F)(F)F)c3)cc2)n1
    -20	-6	-12
Cc1ccc(NCc2c(C)nc3sc(C)cn23)cc1
    -2	-12	1
Cc1ccc(C(=O)N2CCC(=O)N(C)c3ccccc3C(OCC(N)=O)C2)cc1 (stereo not drawn)
    -7	-6	4
CC(=O)N1CCN(C(=O)c2c(C)c(C)c(C)n2Cc2ccc(F)c(F)c2)CC1
    -5	-5	-10
O=C(NC1CC1)c1cnn(-c2ccc([N+](=O)[O-])cc2)c1C(F)(F)F
    -9	-10	x
CC(=O)Oc1c(-c2ccc(NC(=O)c3ccco3)cc2)c(-c2cccc(F)c2)nn1-c1ccc(C)cc1
    5	-2	-1
CC1(Cc2ccc(C(F)(F)F)o2)C(=O)Nc2ccc(OC(F)(F)F)cc21 (stereo not drawn)
    -1	-3	1
Nc1c(Br)cc(Br)c2nsnc12
    -5	8	1
Cc1ccnc(SCCn2c(N3CCCCCC3)nc3c2c(=O)n(C)c(=O)n3C)n1
    -9	x	0
CCc1nc2ccc(C(=O)NCc3cccs3)cn2c1N(CC)CCN(C)C
    -6	-5	-5

# Carrying on:
# Below each SMILES – hcGAS lum	mcGAS lum	NPYLR7 agonist
CCn1c(-c2ccccc2)nn(CN(C)Cc2nc3ccccc3s2)c1=S
    -6	-8	2
CC(C)(C)CN(CCCO)c1nc2ccccc2s1
    -8	x	-2
C(=NC(N=Cc1ccco1)c1ccco1)c1ccco1 (stereo not drawn)
    -5	-4	1
CCC(c1nc2ccccc2c(=O)n1-c1ccccc1OC)N(Cc1ccccc1)C(=O)Nc1ccc(Cl)c(Cl)c1 (stereo not drawn)
    -2	-3	26
CCOC(C)c1noc(CN2CCN(c3ccncc3)CC2)n1 (stereo not drawn)
    3	x	-2
O=C(O)c1cccn(Cc2cccc(F)c2)c1=O
    0	x	1
COc1ccc(F)c(F)c1-c1nccn1Cc1ccccc1-n1cncn1
    3	-19	28
COCCCNC(=O)c1c(N)n(/N=C\c2ccccc2OC)c2nc3ccccc3nc12
    -7	-8	3
CC1(C)CC(CCNc2ncnc3c2CCNC3)(c2ccccc2)CCO1 (stereo not drawn)
    1	-7	0
COc1ccc(C(CC(=O)NCc2cn3ccsc3n2)c2ccccc2)cc1 (stereo not drawn)
    -1	x	-1
COc1cc2c(cc1OC)CN(CC(O)COc1ccc(Cl)cc1)CC2 (stereo not drawn)
    3	x	0
C=CCN(Cc1cccc(OC)c1)C(=O)CC1C=CCC1 (stereo not drawn)
    -4	-12	6
CC(=O)Nc1ccc(S(=O)(=O)Nc2ccc(-c3ccc(N4CCCC4)nn3)cc2)cc1
    -5	-9	3
Cc1cnc(CNC(=O)c2cccc(OC3CCN(S(C)(=O)=O)CC3)c2)cn1
    1	-3	-2
COCN1C(=O)c2cc(Cl)c(Cl)cc2C1=O
    -1	-1	-4
CC(Cc1ccccn1)N1CCN(c2nc(-c3ccccc3)nc3c2CCC3)CC1 (stereo not drawn)
    -12	x	2
CN(C)C(=O)c1ccc(Nc2ncc(C(F)(F)F)cc2Cl)cc1
    -4	x	-25
Cc1noc(-c2cccs2)c1C(=O)NCc1ccccn1
    -5	-6	21
COc1ccc(C(CCN(C)C(=O)C2CC(=O)OC2(C)C)Oc2cccc3ccccc23)cc1 (stereo not drawn)
    4	0	0
Cc1nc(N2CCCC(C(=O)NCc3cc(F)ccc3F)C2)nc2cc(S(C)(=O)=O)ccc12 (stereo not drawn)
    -9	-12	16
FC(F)(F)c1ccnc(Nc2ccn(-c3ccccc3)n2)n1
    -6	x	13
CCC(C)N(Cc1ccc(OC)c(OS(=O)(=O)CC)c1)C(=O)Nc1ccc(OC)cc1OC (stereo not drawn)
    -7	-4	-13
CN(CC1CCCN(CCc2cccc(C(F)(F)F)c2)C1)C(=O)c1ccc(Cl)s1 (stereo not drawn)
    -5	-8	26
COC(=O)c1ccc(CSc2ncc(CO)n2CC(=O)NC2CCCC2)cc1
    -5	x	8
O=C(Nc1nncs1)NN(c1ccccc1)c1ccccc1
    -8	-17	7
CCC(C)CCCCNC1=NCCS1 (stereo not drawn)
    -7	-4	4
O=C(CN1C(=O)c2ccccc2C1=O)NCC1CCCO1 (stereo not drawn)
    3	2	-20
O=[N+]([O-])c1c(Nc2ccc(F)cc2)[nH]c2ccc(F)cc12
    5	x	14
COc1cc(-c2nnc(SCc3cn4cc(Cl)ccc4n3)o2)cc(OC)c1OC
    -10	x	5
Cc1ccc(CC(=O)NC2CCN(C(C)C)CC2)cc1
    -3	x	2

# The list continues.
# Below each SMILES – hcGAS lum	mcGAS lum	NPYLR7 agonist
O=C1OC(/C=C/c2ccc(Cl)cc2)=NC/1=C/C=C/c1ccccc1
    0	-2	-21
CCOC(=O)CN(CC(=O)N(CCc1ccccc1)Cc1ccc(C)o1)CC1CCCO1 (stereo not drawn)
    -4	-3	0
CSc1nc(N2CCCC2)c2cnn(CCNC(=O)c3cc4ccccc4o3)c2n1
    -4	35	x
O=C(c1ccc(O)cn1)N1CCCC(Nc2cccc(F)c2)C1 (stereo not drawn)
    -2	x	4
O=C(O)CCN1C(=O)SC(=Cc2cccs2)C1=O
    -7	-6	3
COc1ccccc1C(C)N(C)C(=O)CN1CC(n2cc(C)cn2)C1 (stereo not drawn)
    -16	x	-5
COCc1cc(C)nc(OCC(=O)N/N=C\c2ccc(-c3cccc([N+](=O)[O-])c3)o2)c1C#N
    -1	-6	-10
COCC1CN(C2CCC2)CC12CCN(C(=O)c1nccn1C)CC2 (stereo not drawn)
    -8	-3	x
CN(C)C(Cn1c(=O)[nH]c2ccccc2c1=O)c1cccc(F)c1 (stereo not drawn)
    -17	x	0
Cc1ccccc1C(=O)N[C@@H]1CCCCC1NC(=O)C1CCN(C(=O)c2ccc(C(C)(C)C)cc2)CC1 (stereo partly drawn)
    0	-3	0
COc1ccc(/C=C/C(=O)Nc2cc(C)nn2-c2nc3c(c(=O)[nH]2)CCC3)cc1OC
    -7	-7	11
Cc1cc(C)c(S(=O)(=O)N2CCC(C(=O)NC3CCCC[C@H]3NC(=O)c3ccccc3)CC2)c(C)c1 (stereo partly drawn)
    -5	-4	27
Cc1ccc(CN(C)C(=O)c2cc3c(F)cccc3s2)o1
    -3	x	2
CSc1c(F)cnc(=O)n1CC(=O)N1c2ccccc2SC2C=CC=CC21 (stereo not drawn)
    -4	-6	-1
c1ccc(-c2ncn(CCCc3cccnc3)c2-c2cnn3cccnc23)cc1
    -5	x	-1
CC(C)(C)CN1CC(NC(=O)CCc2n[nH]c3c2CCCC3)CC1=O (stereo not drawn)
    2	x	-7
COc1ccccc1-n1c(Cc2ccccc2)nnc1SCc1ccc(C(=O)N2CCOCC2)cc1
    -7	-4	15
Cc1ccc(N2N=NC3C(=O)N(c4cc(C)cc(C)c4)C(=O)C32)cc1 (stereo not drawn)
    -2	-5	x
Cc1ccccc1NC(=O)c1c(NC(=O)C(C)(C)C)sc2c1CCC(C)C2 (stereo not drawn)
    -6	2	-6
COc1ccc(-c2nnc(SCC(=O)N/N=C\c3ccco3)n2-c2ccccc2)cc1OC
    -2	-6	-10
CCc1ccccc1NC(=O)CN(C)C(=O)c1ccc2c(c1)nnn2CC
    -7	x	12
COc1ccc(Cl)cc1C(=O)Nc1nnc(SCC(=O)N2CCCc3ccccc32)s1
    -5	-5	-11
COc1ccccc1C(=O)N/N=c1\oc2c(OC)cccc2cc1-c1nc2ccccc2[nH]1
    1	x	-5
CC1CC(C)CN(CC(C)NC(=O)c2ncccn2)C1 (stereo not drawn)
    -11	x	1
COC(=O)C(C)N(C(=O)c1cc(F)ccc1C)C1CC1 (stereo not drawn)
    -10	x	9
O=C(c1snc2c(=O)n(Cc3ccccc3)c(=O)[nH]c12)N1CCSCC1
    -2	x	65*
CCCN(C(=O)/C=C/c1ccccc1)[C@@H]1CCCC[C@H]1O
    -2	-7	7
Cc1nc(C)c(C(C)NC(=O)Cc2ccc(Cl)cc2Cl)s1 (stereo not drawn)
    -18	-9	-1
C=CCOC1C[C@](OCc2ccccc2)(C(=O)NCCOC)C[C@@H](O)[C@H]1O (stereo partly drawn)
    -9	-4	28
CCCCCCn1c(C)c(C)n2c3c(=O)n(CC(N)=O)c(=O)n(C)c3nc12
    -6	x	-2

# Complete entries, looked up by structure:
# CN(C)C(Cn1c(=O)[nH]c2ccccc2c1=O)c1cccc(F)c1 (stereo not drawn) in the list: hcGAS lum: -17; mcGAS lum: x; NPYLR7 agonist: 0
# O=C(c1snc2c(=O)n(Cc3ccccc3)c(=O)[nH]c12)N1CCSCC1 in the list: hcGAS lum: -2; mcGAS lum: x; NPYLR7 agonist: 65*

# Next entries follow:
# Below each SMILES – hcGAS lum	mcGAS lum	NPYLR7 agonist
Cn1c(SCN2C(=O)c3ccccc3C2=O)nc2ccccc2c1=O
    -1	-2	1
CC(C)COC(=NCCCc1ccccc1)NC(=O)c1ccc2c(c1)OCO2
    -10	-7	-2
CCOC(=O)c1ccc(Nc2nc(-c3cc4cc([N+](=O)[O-])ccc4oc3=O)cs2)cc1
    -7	-9	5
CN(C)CCNC(=O)CC1CCN(C(=O)NC2CCCCC2)CC1
    -7	-6	x
CC1C(=O)N(c2ccc(Oc3ccccc3)cc2)CCN1C(=O)c1ccc(C(F)(F)F)cc1 (stereo not drawn)
    -6	-6	0
O=C(Nc1cc(-c2onc3c2CCCC3)cc(C(F)(F)F)c1)c1cccc(OC(F)(F)F)c1
    -2	1	-4
Cc1cc(F)cc(-c2c(-c3ccccc3)ncn2CCOCCO)c1
    -5	-16	-8
COc1ccc(CNC(=O)c2cc(N3CCCC(C)C3)nc3ccccc23)cc1OC (stereo not drawn)
    -6	-8	40
O=C(Nc1ccc(Br)cc1)Nc1ccc(N2CCc3ccccc3C2)c(C(=O)NCCN2CCOCC2)c1
    1	-4	12
c1ncn(CCCc2nn3c(C4CCCC4)nnc3s2)n1
    -7	-15	2
CCCCN(C)C(=O)c1sc(=O)n(Cc2ccccc2C#N)c1C
    -4	x	10
COc1ccccc1Cn1c(C)c(C(=O)NCc2cccc(C)c2)sc1=O
    -10	x	7
CC(C)c1nnsc1CN1CCCC(O)(CO)C1 (stereo not drawn)
    -3	-14	-4
CN(Cc1nc2ccccc2c(=O)[nH]1)CC1COc2ccccc2O1 (stereo not drawn)
    -5	-5	0
COC(=O)NC1CCN(c2ccccc2C(=O)N2CCN(C(=O)C3CCCO3)CC2)CC1 (stereo not drawn)
    -3	x	3
Cc1[nH]c2ccccc2c1C1=NNC(=NCc2ccc3c(c2)OCO3)SC1
    -3	x	12
Cc1cnccc1N1CCCN(Cc2ccc(C#CC(C)(C)O)s2)CC1
    -7	-12	7

# Exported as labelled records: entries from further up
COc1ccccc1C(=O)N/N=c1\oc2c(OC)cccc2cc1-c1nc2ccccc2[nH]1
  hcGAS lum: 1
  mcGAS lum: x
  NPYLR7 agonist: -5
c1ccc(-c2ncn(CCCc3cccnc3)c2-c2cnn3cccnc23)cc1
  hcGAS lum: -5
  mcGAS lum: x
  NPYLR7 agonist: -1
CC(=O)N1CCN(C(=O)c2c(C)c(C)c(C)n2Cc2ccc(F)c(F)c2)CC1
  hcGAS lum: -5
  mcGAS lum: -5
  NPYLR7 agonist: -10
S=c1oc(-c2ccco2)nn1CN1CCCCC1
  hcGAS lum: -2
  mcGAS lum: x
  NPYLR7 agonist: -9

# Random draw from the library; any-hit rate near 0.26%.
